MCL1 BIM primary = MCL1-BIM-BH3 interaction inhibition (human). Q07820. GST-MCL1 / FITC-Bim-BH3 fluorescence polarization. inhibition, % at 10.9 µM. 320,000 tested, 0.68% active. AID 2057;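 active means inhibition above the mean inhibition of all tested compounds plus 3 SD, set per campaign, cut at about 40% in these data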;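 further: 0% = DMSO wells and 100% = unlabeled Bim-BH3 peptide control; higher means more loss of mP so more displacement of Bim peptide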
Target sequence (Q07820 whole entry, looked up): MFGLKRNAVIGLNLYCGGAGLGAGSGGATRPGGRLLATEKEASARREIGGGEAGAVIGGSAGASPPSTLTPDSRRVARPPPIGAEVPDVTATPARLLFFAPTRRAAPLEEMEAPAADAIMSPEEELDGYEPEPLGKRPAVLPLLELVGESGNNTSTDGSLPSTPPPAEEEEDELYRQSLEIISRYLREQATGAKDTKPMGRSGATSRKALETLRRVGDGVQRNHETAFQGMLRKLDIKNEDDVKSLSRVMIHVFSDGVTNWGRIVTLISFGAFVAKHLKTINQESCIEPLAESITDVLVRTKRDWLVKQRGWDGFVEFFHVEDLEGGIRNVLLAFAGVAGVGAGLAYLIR
MEX-5 binding = C. elegans MEX-5 TCR-2 RNA binding activity. Q9XUB2. AID 1832. activity score (negative = inhibition of binding), % at 10 µM. 300,000 tested, 0.38% active. MEX-5/FITC-TCR2 RNA binding, fluorescence polarization; hits give low values;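 active means inhibition past about -25% in most replicates, and total fluorescence under double the plate's negative control median, limit read from the data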;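 further: 0% = DMSO and -100% = 5 µM competing unlabeled TCR2 RNA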
Target sequence (Q9XUB2 whole entry, looked up): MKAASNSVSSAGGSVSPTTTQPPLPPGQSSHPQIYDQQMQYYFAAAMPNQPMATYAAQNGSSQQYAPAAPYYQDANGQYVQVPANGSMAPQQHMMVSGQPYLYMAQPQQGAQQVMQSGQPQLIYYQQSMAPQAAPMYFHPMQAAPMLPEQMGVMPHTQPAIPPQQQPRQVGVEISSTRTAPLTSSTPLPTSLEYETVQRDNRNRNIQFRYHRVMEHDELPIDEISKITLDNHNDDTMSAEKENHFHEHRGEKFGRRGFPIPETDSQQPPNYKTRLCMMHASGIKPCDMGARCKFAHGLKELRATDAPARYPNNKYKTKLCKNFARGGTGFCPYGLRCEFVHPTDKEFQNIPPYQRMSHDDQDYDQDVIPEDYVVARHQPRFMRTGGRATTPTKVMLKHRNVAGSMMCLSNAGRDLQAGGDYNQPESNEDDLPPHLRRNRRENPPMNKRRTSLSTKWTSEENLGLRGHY
TPT1 inh = C. albicans TPT1 enzyme inhibition | recombinant caTPT1, FP RNA substrate dephosphorylation | inhibition, % at 5 µM | 300,000 tested, 0.81% active | AID 1962;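 active means inhibition above the mean of all tested compounds plus 3 SD, set per screening campaign, cut at about 24% in these data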;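 further: plate controls were DMSO alone for no effect and ferristatin control at 100 nM for full effect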
GSTO1 inh = blocks human GSTO1 in RBBP9 counter-screen; P78417; recombinant GSTO1, activity-based probe fluorescence polarization; inhibition, % at 5.96 µM; 300,000 tested, 1.1% active; AID 1974;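 active means inhibition above the campaign mean inhibition plus 3 SD, cut at about 35% in these data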;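 further: 0% = GSTO1-1 with DMSO and 100% = wells lacking GSTO1-1 enzyme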
PAD4 inh = blocks human protein arginine deiminase 4; Q9UM07; recombinant PAD4, RCA probe fluorescence polarization; inhibition, % at 6.36 µM; 330,000 tested, 0.41% active; AID 485272;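 active means percent inhibition above a cutoff equal to the mean of all tested compounds plus 3 SD, cut at about 15% in these data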;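 further: 0% = PAD4 with RCA probe and DMSO and 100% = probe without PAD4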
PME-1 primary = blocks human protein phosphatase methylesterase 1; 320,000 tested, 0.53% active; AID 2130; recombinant PME-1, FP-Rh probe fluorescence polarization; Q9Y570; inhibition, % at 5.9 µM;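 active means inhibition above the campaign mean of all compounds plus 3 SD, cut at about 26% in these data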;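 further: competitive labeling of PME-1 active site by serine hydrolase directed probe; 0% = PME-1 with DMSO and 100% = wells lacking PME-1 enzyme; inhibitors block probe labeling so polarization falls and inhibition rises; many of its hits are not listed in these tables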
BCLXL inh = blocks human Bcl-xL binding to Bim BH3 peptide. inhibition, % at 10.9 µM. AID 2129. GST-Bcl-xL / FITC-Bim BH3 peptide fluorescence polarization. 320,000 tested, 0.7% active. Q07817;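 active means inhibition above the mean of all tested compounds plus 3 SD, cutoff set per campaign, cut at about 30% in these data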;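 further: 0% = DMSO wells and 100% = unlabeled Bim-BH3 peptide competitor; inhibitors lower millipolarization by displacing the labeled peptide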
Fam108B inh = counter-screen for RBBP9 inhibitors: inhibitors of mouse Fam108B | recombinant Fam108B, FP-Rh probe fluorescence polarization | AID 1947 | inhibition, % at 9.51 µM | 300,000 tested, 0.33% active;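 active means inhibition above the screen mean inhibition plus 3 SD, computed separately per campaign, cut at about 18% in these data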;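 further: inhibitors lower polarization as less probe binds the enzyme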
GLD-1 RNA inh = GLD-1-TGE RNA interaction inhibition (C. elegans); AID 2280; 320,000 tested, 0.44% active; Q17339; inhibition, % at 5.96 µM; purified GLD-1 + fluorescein TGE RNA, fluorescence polarization;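 active means percent inhibition above a per-plate cutoff, the plate mean of test compounds plus 3 SD, cut at about 30% in these data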;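 further: 0% = DMSO wells with GLD-1 and probe and 100% = wells lacking GLD-1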
An asterisk follows results filed as active; x = not tested or not shown. Some of the compounds tested; the hit share may differ from the screen's.

SMILES,MCL1 BIM primary,MEX-5 binding,TPT1 inh,GSTO1 inh,PAD4 inh,PME-1 primary,BCLXL inh,Fam108B inh,GLD-1 RNA inh
Cc1ccccc1C(=O)NNC(=O)Cc1ccccc1,-10,-1.3,-2,1,-2,-2,-1,0,0
CCCCn1c(N)c(N(CCC(C)C)C(=O)CSc2nnc(C)s2)c(=O)[nH]c1=O,-3,-3.0,-6,7,1,0,5,10,-6
CCS(=O)(=O)N1CCc2nc(-c3ccccc3)sc2C1,5,1.9,0,-4,7,-3,1,-2,-3
COc1cccc(/C=N/NC(=O)c2cccs2)c1,11,0.4,0,0,6,-1,9,2,2
CC(=O)c1cn(-c2ccc(Cl)cc2)c(=O)n(Cc2ccc(F)cc2)c1=O,2,-0.2,0,-1,-4,3,3,0,-6
CCCCS(=O)(=O)Nc1ccc(Cc2ccncc2)cc1,-2,1.2,1,1,2,6,0,-1,0
FC(F)(F)c1cccc(N2CCC(N=CN3CCCCCC3)=N2)c1,-2,1.1,0,0,1,3,7,2,2
CCOC(=O)c1cnc2ccc(C)cc2c1Sc1ccc(F)cc1,2,-0.9,-1,1,10,5,3,-3,-7
COc1cccc(CNCc2cccc(Br)c2)c1OC,2,0.7,1,-2,-3,3,2,-1,-2
Cc1cccc(OCC(=O)N2CCC3(CC2)CC(=O)c2ccccc2O3)c1,9,1.0,-1,2,1,-4,8,1,3
Cn1c(CNC(=O)c2ccc(Cl)cc2)nnc1SCC(=O)Nc1sc2c(c1C#N)CCCC2,2,-0.3,-5,-2,-5,3,5,-5,-3
CCN(CC)CCn1c2c(c(SCC(=O)Nc3ccccc3Cl)nc1=O)CCCC2,-3,2.7,-1,4,-1,0,0,0,0
COc1ccc(NC(=O)Nc2cccc3ccccc23)c(OC)c1,0,-0.7,-1,-14,1,3,8,2,4
Cc1c(C(=O)N2CCOCC2)oc2ccccc12,-1,x,x,x,-5,3,1,x,5
O=C(Nc1cccc2ncccc12)c1cc2ccccc2o1,3,-1.9,-1,-4,-6,6,6,0,-1
Cc1csc(SCC(=O)NC23CC4CC(CC(C4)C2)C3)n1,-1,-0.3,0,-9,1,-10,2,2,0
N#C/C(=C\c1c(N2CCOCC2)nc2ccccn2c1=O)S(=O)(=O)c1ccccc1,1,0.9,3,-1,-4,8,9,2,-3
COc1cc(Cl)ccc1OCc1cc(C(=O)NCC(C)c2ccccc2)no1 (stereo not drawn),-2,0.4,-1,-2,-3,0,0,0,11
CCC(COC)NCc1cn(-c2ccc(F)cc2F)nc1-c1ccccc1C (stereo not drawn),-2,0.8,-2,8,3,-2,0,4,4
CC1CCN(c2nc3c(cc2C#N)COC(C)(C)C3)CC1,5,0.0,-1,-1,-5,0,3,3,5

Next part; it opens with the 6 that closed the last part.
SMILES,MCL1 BIM primary,MEX-5 binding,TPT1 inh,GSTO1 inh,PAD4 inh,PME-1 primary,BCLXL inh,Fam108B inh,GLD-1 RNA inh
O=C(Nc1cccc2ncccc12)c1cc2ccccc2o1,3,-1.9,-1,-4,-6,6,6,0,-1
Cc1csc(SCC(=O)NC23CC4CC(CC(C4)C2)C3)n1,-1,-0.3,0,-9,1,-10,2,2,0
N#C/C(=C\c1c(N2CCOCC2)nc2ccccn2c1=O)S(=O)(=O)c1ccccc1,1,0.9,3,-1,-4,8,9,2,-3
COc1cc(Cl)ccc1OCc1cc(C(=O)NCC(C)c2ccccc2)no1 (stereo not drawn),-2,0.4,-1,-2,-3,0,0,0,11
CCC(COC)NCc1cn(-c2ccc(F)cc2F)nc1-c1ccccc1C (stereo not drawn),-2,0.8,-2,8,3,-2,0,4,4
CC1CCN(c2nc3c(cc2C#N)COC(C)(C)C3)CC1,5,0.0,-1,-1,-5,0,3,3,5
COC(=O)COc1c(Cl)cc(Cl)c2ccc(C)nc12,1,-1.1,0,10,2,-3,4,1,6
COc1ccc(NC(=O)c2sc(N3CCOCC3)nc2-c2ccccc2)c(OC)c1,-7,-0.6,3,-1,0,3,-5,5,5
CN(C(=O)c1ccc(C#N)cc1)c1nnc(-c2cnccn2)s1,1,-0.8,2,-2,-2,4,-1,3,-7
CN(C)c1oc(-c2ccccc2Cl)nc1C#N,-1,0.7,1,0,2,-3,3,-7,-2
COc1ccc(NC(=S)NCc2ccc(S(N)(=O)=O)cc2)cc1OC,4,2.0,-4,3,3,-4,-1,-1,0
CCOC(=O)N1CCN(C(=O)c2ccc(Oc3ccc([N+](=O)[O-])cc3)cc2)CC1,-5,1.5,2,10,2,9,2,-1,-5
COc1ccc(NS(=O)(=O)c2ccc(NS(C)(=O)=O)cc2)cc1,4,-0.4,0,-4,2,-7,3,1,0
COc1ccccc1NC(=O)CCn1c(=O)sc2ccccc21,1,-2.4,2,7,5,6,0,3,3
CN1CCC(=NNC(=O)CN(c2cccc(Cl)c2)S(C)(=O)=O)CC1,-3,0.9,4,6,1,-6,0,0,3
COc1cc(C(=O)NC2CCCc3ccccc32)cc(OC)c1OC (stereo not drawn),0,2.9,1,-3,0,-9,0,-1,5
C=Cn1cc[n+](CC(=O)c2ccc(Br)cc2)c1,1,2.0,-2,-4,-2,-1,5,5,11
CCOc1ccc(/C=N\NC(=O)c2c(C)nc3cc(C)ccn23)cc1,8,1.0,-4,-2,0,4,5,-1,-7
CN1CCN(c2ccc(CNC(=O)c3ccco3)cc2)CC1,5,x,-2,-1,2,3,2,-7,1
Cc1ccc(NC(=O)CN(C)C(=O)c2cc(-c3cccs3)nn2-c2ccccc2)cc1,5,x,x,x,0,-4,3,x,4
COc1cc(C(=O)NCCNC(=O)c2ccc(C)nc2)cc(OC)c1OC,7,1.9,0,2,5,4,9,0,3
Cc1ccc(-n2c(Cc3cccs3)nnc2SCC(N)=O)cc1,-6,-2.2,0,3,-3,-7,-1,-6,2
O=C(NCC(c1cccnc1)N1CCN(c2ccc(F)cc2)CC1)C1CCCCC1 (stereo not drawn),1,-2.4,1,4,2,1,3,-2,3
Cc1ccccc1C(=O)NC1CCN(Cc2nnnn2Cc2ccccc2)CC1,-2,-1.0,4,6,-7,-7,6,-1,2
CCC(CC)C(=O)c1c[nH]c(C(=O)OC)c1,-3,-0.4,-2,1,4,-4,-1,-8,0
O=C(Cn1c(=O)c2c(ncn2Cc2ccccc2)n(Cc2ccccc2)c1=O)N1CCCC1,0,-1.7,7,4,1,3,15,0,-3

Following part.
SMILES,MCL1 BIM primary,MEX-5 binding,TPT1 inh,GSTO1 inh,PAD4 inh,PME-1 primary,BCLXL inh,Fam108B inh,GLD-1 RNA inh
N#C/C(=C\Nc1ccc(F)c(Cl)c1)S(=O)(=O)c1ccccn1,2,-0.5,-1,2,-1,-5,1,-1,-2
Cc1cnn(C(=S)NCc2ccc(Cl)cc2)c1,7,2.6,1,-2,1,3,2,1,5
Cc1ccccc1-n1cc(CNC(=O)C2CCC(=O)N(C3CC3)C2)cn1 (stereo not drawn),5,3.0,0,0,0,-1,2,-2,5
CC(=O)c1cccc(NC(=O)c2cc(=O)c3ccccc3o2)c1,3,-1.5,0,2,0,-3,7,0,2
CCC(=O)Nc1cc(-c2nn(C)c(=O)c3ccccc23)ccc1N1CCOCC1,0,-1.2,1,0,-2,-2,4,-3,0
Cc1cc(C(C)(C)C)cc(C)c1C(=O)O,2,1.3,-3,-6,1,2,8,0,5
O=C(CCNC(=O)c1ccco1)Nc1ccc(OC(F)F)c(Cl)c1,0,0.2,1,7,-6,-2,1,0,3
COCCNC(=O)C(=O)NCC1OCCN1S(=O)(=O)c1cc(F)ccc1F (stereo not drawn),10,-3.4,1,-1,4,8,5,-2,6
CCOc1ccc(NC(=O)C2Cc3ccccc3CN2S(=O)(=O)CC)cc1 (stereo not drawn),-5,0.6,-4,4,-2,-1,0,-6,6
CCC12CN3CC(CC)(CN(C1)C3c1ccc([N+](=O)[O-])o1)C2=O (stereo not drawn),0,1.9,8,-2,-5,-4,2,1,-2
Cc1ccc(-c2nn(-c3ccccc3)cc2/C=C2\SC(=S)N(CC(=O)O)C2=O)cc1,70*,1.1,1,-4,15*,3,8,-7,-4
Cc1ccc(SCc2ccc(C(=O)Nc3cccc([N+](=O)[O-])c3)cc2)cc1,6,0.9,1,-2,-4,1,1,-4,-3
COc1ccc(C(=O)Nc2sc3c(c2C(=O)O)CC(C)(C)OC3)cc1,4,-0.3,0,-3,-1,-11,5,4,2
Cc1cccc2nc(CSc3ccc(Cl)cc3)cn12,-5,-0.5,0,-12,-6,0,4,-3,-3
CCOC(=O)C1(C)C=C(Nc2cccc(OC)c2)C(=O)N1c1ccccc1 (stereo not drawn),6,-1.7,1,-3,6,5,-1,3,-1
Cc1ccoc1C(=O)N1CCN(C(=O)c2occc2C)CC1,1,1.4,1,8,-7,-1,0,-6,0
COc1ccc(C2=NN(C(=O)CSc3nnc(C)c(=O)n3N)C(c3ccco3)C2)cc1 (stereo not drawn),3,1.3,-3,-3,2,0,6,1,-11
CCN(CC)CCNc1nc2c(c(=O)n(C)c(=O)n2C)n1C/C=C(/C)Cl,-1,0.3,-2,-2,-3,-2,-6,-2,-6
O=C(CN1C(=O)S/C(=C\c2ccccc2)C1=O)NNC(=O)c1ccccc1O,10,-2.2,-1,3,-1,3,5,3,3
Cc1ccc2c(ccc(=S)n2C)c1,10,1.2,1,-2,0,1,10,-2,5

Next section:
SMILES,MCL1 BIM primary,MEX-5 binding,TPT1 inh,GSTO1 inh,PAD4 inh,PME-1 primary,BCLXL inh,Fam108B inh,GLD-1 RNA inh
Cc1nc(SCC(=O)NCC(F)(F)F)c2c(-c3cccs3)csc2n1,-7,1.0,1,0,3,3,0,2,8
COc1ccc(CCNCc2ccccc2N2CCCC2)cc1,-2,-0.1,-3,0,0,4,1,1,6
C/C(CC(=O)NCc1ccccc1Cl)=N/NC(=O)c1ccccn1,9,-1.3,-1,-4,-2,1,3,4,10
CCN(CC)C(=O)CSc1nc2c(sc(=S)n2-c2ccc(C)cc2C)c(=O)[nH]1,-1,1.6,15,-36,0,-4,4,0,-8

4 records drawn at random from those above, as already listed:
SMILES,MCL1 BIM primary,MEX-5 binding,TPT1 inh,GSTO1 inh,PAD4 inh,PME-1 primary,BCLXL inh,Fam108B inh,GLD-1 RNA inh
CCN(CC)C(=O)CSc1nc2c(sc(=S)n2-c2ccc(C)cc2C)c(=O)[nH]1,-1,1.6,15,-36,0,-4,4,0,-8
C/C(CC(=O)NCc1ccccc1Cl)=N/NC(=O)c1ccccn1,9,-1.3,-1,-4,-2,1,3,4,10
COc1ccc(CCNCc2ccccc2N2CCCC2)cc1,-2,-0.1,-3,0,0,4,1,1,6
Cc1nc(SCC(=O)NCC(F)(F)F)c2c(-c3cccs3)csc2n1,-7,1.0,1,0,3,3,0,2,8
